Source: PubChem BioAssay (National Center for Advancing Translational Sciences (NCATS))
GRP78 ERSR act: induces the endoplasmic reticulum stress response in human glioma cells. U87-MG GRP78 promoter luciferase reporter, 16 h. Potency, µM, for inactives: at the highest dose activation, actives largely listed as activators. 420,000 compounds, 0.02% hits. AID 602332; note: potency is the fitted concentration of half-maximal effect; series mostly up to about 76 µM; % of control where 0% means no effect; nearly all actives have a fitted effect of over 35% in size
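Stably transfected U87-MG glioma cells carrying a GRP78-based luciferase sensor; 16 h compound incubation. Luminescence end-point read 10 min after Bright-Glo addition at room temperature.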
RXFP1 agonist: activates the human relaxin receptor RXFP1; Q9HBX9; HEK293T-RXFP1 cAMP TR-FRET, 30 min; response scale: percent of porcine relaxin response, buffer zero; Potency, µM (series often up to 57.5 µM), inactives show at the highest dose activation, usual class: activators; 370,000 compounds, 0.3% hits; AID 2676; note: potency is the fitted concentration of half-maximal effect; % is set by controls: 0 for no effect and ±100 for the full control effect; nearly all actives have a fitted effect of over 60% in size; many of its hits are not listed in these tables
Target sequence (Q9HBX9 whole entry, looked up): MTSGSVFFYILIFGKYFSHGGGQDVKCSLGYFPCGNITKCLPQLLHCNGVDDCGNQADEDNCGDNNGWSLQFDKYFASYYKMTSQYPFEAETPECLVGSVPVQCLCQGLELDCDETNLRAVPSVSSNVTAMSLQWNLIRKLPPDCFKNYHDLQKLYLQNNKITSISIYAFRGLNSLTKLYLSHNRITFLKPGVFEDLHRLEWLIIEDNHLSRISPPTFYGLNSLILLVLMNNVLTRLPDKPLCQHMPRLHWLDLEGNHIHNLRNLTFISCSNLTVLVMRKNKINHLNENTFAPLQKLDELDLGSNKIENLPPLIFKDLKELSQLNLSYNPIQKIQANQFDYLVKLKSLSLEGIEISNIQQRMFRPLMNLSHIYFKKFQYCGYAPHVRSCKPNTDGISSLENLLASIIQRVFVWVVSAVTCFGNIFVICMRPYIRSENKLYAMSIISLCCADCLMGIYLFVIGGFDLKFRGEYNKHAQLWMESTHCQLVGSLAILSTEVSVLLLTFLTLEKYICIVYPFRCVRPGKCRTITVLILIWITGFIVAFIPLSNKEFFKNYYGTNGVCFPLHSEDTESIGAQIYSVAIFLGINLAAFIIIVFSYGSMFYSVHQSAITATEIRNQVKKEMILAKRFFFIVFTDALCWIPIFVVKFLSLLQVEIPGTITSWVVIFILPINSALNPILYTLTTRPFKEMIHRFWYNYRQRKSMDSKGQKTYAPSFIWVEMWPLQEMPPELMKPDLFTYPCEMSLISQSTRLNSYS
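Agonist response is measured as cAMP accumulation in an RXFP1-transfected HEK293T line under PDE4 inhibition. Values are scaled between buffer-only and 29 nM porcine relaxin, and EC50s come from standard Hill equation fits.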
D1 ag: human D1 receptor agonism; HEK293 T-REx D1 cells, calcium flux, agonist mode; P21728; AID 504660; activation, % at 2 µM; 360,000 compounds, 1% hits; in the data active = activation above about 30%; note: 0% is about no effect
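Inducible HEK293 T-REx D1 cells, force-coupled to calcium signalling, were plated at 4000 cells/well with tetracycline and held overnight at 30 C. After no-wash calcium dye loading, compound-evoked calcium rise over 180 s flagged agonists.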
Vif-APOBEC3F blk: Vif-A3F binding inhibition | 390,000 compounds, 0.2% hits | HeLa A3F-eYFP + Vif (tagged APOBEC3F with the HIV-1 protein that degrades it), YFP fluorescence increase | AID 602313 | Potency, µM (series often up to 46.1 µM), inactives show top-dose activity, negative = active; note: potency is the fitted concentration of half-maximal effect; % of control where 0% means no effect; nearly all actives have a fitted effect of over 65% in size
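Fluorescence increase (Ex 488/Em 500-530) after overnight compound treatment at 37 deg C flags inhibition of Vif-driven A3F-eYFP loss in stable HeLa A3F-eYFP/Vif cells seeded overnight beforehand.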
Vif-A3G inh: blocks the Vif interaction with human APOBEC3G; Q9HC16; HeLa A3G-eYFP + Vif (tagged APOBEC3G with the HIV-1 protein that degrades it), YFP fluorescence, overnight; Potency, µM (doses to about 46.1 µM), inactives show at the top dose activity, negative = active, most hits filed as inhibitors; 410,000 compounds, 0.076% hits; AID 602310;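 note: potency is the fitted concentration of half-maximal effect; % is set by controls: 0 for no effect and ±100 for the full control effect; nearly all actives have a fitted effect of over 60% in size; hits raise eYFP signal because A3G escapes Vif-driven loss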
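HeLa cells stably expressing Vif and C-terminally eYFP-tagged A3G, seeded overnight at 37 deg C, then exposed to compound by pintool overnight at 37 deg C. Rise in yellow fluorescence (Ex 488/Em 500-530, Acumen) marks blocked Vif-driven A3G degradation.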
D2 PAM: positively modulates the human D2 dopamine receptor allosterically; P14416; HEK293 T-REx D2, calcium flux, EC20 dopamine potentiation; potentiation, % at 10 µM; 340,000 compounds, 0.34% hits;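 active = potentiation over 3 SD above the plate norm, cut at about 30% in these data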; note: 0% is about no effect
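Cells plated with tetracycline inducer and held overnight at 30 C; calcium dye loaded 30–90 min at room temperature; baseline taken, compound added and read 180 s; EC20 dopamine then added and read 180 s.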
D1 PAM: enhances dopamine response at the human D1 receptor. 360,000 compounds, 0.036% hits. AID 504651. HEK293 TREx D1 cells, calcium flux, dopamine EC20 potentiation. potentiation, % at 10 µM. P21728; in the data active = potentiation above about 30%; note: 0% is about no effect
RXFP1 antag: antagonists of human relaxin receptor RXFP1. activity change, negative = inhibition, % at 57.5 µM. Q9HBX9. HEK293-RXFP1, relaxin-stimulated cAMP HTRF, 30 min; active compounds read low. AID 1259400. 350,000 compounds, 0.59% hits;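 active = activity change of -60% or lower, but not beyond a set lower limit; inconclusive = change between -60% and -40%, or beyond the set limit; inactive = change above -40%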; note: % is set by controls: 0 for no effect and ±100 for the full control effect
D1 antag: blocks dopamine activation of the human D1 receptor; P21728; activity change, negative = inhibition, % at 10 µM; 360,000 compounds, 3.2% hits; AID 504652; HEK293 TREx D1 cells, calcium flux, dopamine EC80; active compounds read low; in the data active = activity change below about -30%; note: % is set by controls: 0 for no effect and ±100 for the full control effect
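Tetracycline-induced HEK293 T-REx cells with force-coupled D1 receptor were loaded with a no-wash calcium dye. Compound was added after a 10 s baseline and read kinetically for 180 s; EC80 dopamine was then added and calcium flux followed another 180 s.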
* = called active by the depositor; u = inconclusive; x = no result given; & = joins results of further samples. Unless noted, calls come from the whole dose curve; as a rule, active = well fitted curve in the direction sought with a large enough effect; inconclusive = small, poorly fitted or top-dose-only effect, or another doubt; inactive = no such curve, though single readings can be large; an effect the other way counts as inactive or inconclusive. Some of the compounds tested; count on the stated rates, not on these rows.

molecule,D1 PAM,RXFP1 antag,D1 ag,RXFP1 agonist,Vif-A3G inh,Vif-APOBEC3F blk,D1 antag,GRP78 ERSR act,D2 PAM
Cc1cc(N2CCCCC2)nc2c(C)cccc12,17,-19,2,0.4%,0%,-6%,-9,-4%,9
CCn1nc(C)c(CNC(=O)CC2C(=O)NCCN2CC(C)(C)C)c1C (stereo not drawn),-1,-1,3,0.7%,0%,6%,8,-3%,0
O=S1(=O)c2ccccc2N=NN1Cc1ccc(Cl)cc1,-2,-4,-2,2.4%,0%,-6%,x,-4%,7
COCC(=O)N1CCCN(c2nc3c(C)cccc3cc2C#N)CC1,0,12,-1,-0.2%,2%,-6%,8,-6%,2
O=C(Nc1nnc(Cc2ccccc2F)s1)Nc1ccccc1F,-2,-10,2,0.2%,-1%,1%,-10,12%,-1
COCCNC(=O)CCn1c(=O)c2cc(OC)c(OC)cc2n(CC(=O)Nc2ccccc2C)c1=O,1,-1,-2,0.0%,2%,-9%,12,-2%,20
COc1cc(C(=O)O/N=C(\N)c2cccc([N+](=O)[O-])c2)cc(OC)c1OC,-1,-4,2,0.0%,-3%,-37%,0,-2%,15
COc1ccc(C2=CC(=O)C[C@H](c3ccc(F)cc3)C2)cc1OC,-5,x,0,1.6%,0%,10%,-19,-2%,0
C=CCN1CCN(c2ccncc2S(=O)(=O)N2CCOCC2)CC1,-2,-3,4,4.7%,-8%,9%,-5,-1%,-6
O=C(c1cccc(Cl)c1)N1CCC(c2nc3c(nnn3Cc3ccc(F)cc3F)c(=O)[nH]2)CC1,-1,-10,-1,0.5%,3%,3%,-2,-3%,11
Cc1ccc2c(c1)C1CN(C)CCC1N2C(=O)c1ccccc1NS(=O)(=O)c1ccc(F)cc1C (stereo not drawn),-1,8,0,-0.3%,-1%,-1%,1,-6%,-1
COc1ccc(NC(=O)Nc2cc(C(=O)O)ccc2N2CC3CC(C2)c2cccc(=O)n2C3)c(OC)c1 (stereo not drawn),-3,-2,6,1.2%,-6%,-4%,-8,1%,-3
COc1ccccc1N1CCN(Cc2ccc(O)c3ncccc23)CC1,-8,31,8,1.0%,0%,-17%,-1,-6%,16
O=C(c1ccc2c(c1)OCO2)N1CCCc2ccccc21,2,-5,1,-1.5%,0%,1%,-12,4%,0
CCc1cccc(NC(=O)CN(C)C2=NS(=O)(=O)c3ccccc32)c1,x,-1,8,0.9%,4%,0%,-7,-1%,12
CCOc1ccc(OCCn2c(=S)[nH]c3c(N)ncnc32)cc1,-3,-3,1,4.7%,-1%,-16%,-19,-1%,-5
CC(C)(C)OC(=O)[C@H](Cc1ccccc1)NC(=O)c1nc[nH]c1C(=O)N[C@@H](Cc1ccccc1)C(=O)OC(C)(C)C,-2,x,10,-0.3%,0%,-1%,3,-2%,13
CSCCc1nc(SCC(=O)Nc2nnc(C)s2)[nH]c1C,-4,-3,1,0.3%,0%,0%,-1,-2%,-8
Cc1ccc(NC(=O)c2sccc2C)cc1[N+](=O)[O-],-2,-1,0,-0.1%,-6%,-3%,-1,2%,7
O=C(OCc1nnc(-c2ccccc2)o1)c1ccc(S(=O)(=O)NCc2ccco2)cc1,-7,4,0,-0.3%,1%,x,-8,-2%,6
CCCn1c(SCC(=O)c2ccc(OC)c(OC)c2)nc2c1c(=O)n(C)c(=O)n2C,-5,-4,0,u,-1%,-9%,-7,-3%,14
CCn1cc(C(=O)N(C)CC(OC)OC)c(=O)c2cc(S(=O)(=O)N3CCOCC3)ccc21,3,7,4,4.8%,-1%,-2%,5,-2%,10
CCOc1cc(/C=N/Nc2ncnc(Cl)c2N)ccc1O,-2,-9,5,-1.9%,-8%,0%,-21,1%,3
CCCN(CC(=O)Nc1ccccc1C)C(=O)c1ccc(NC2CC2)c([N+](=O)[O-])c1,0,12,4,0.3%,-2%,4%,0,-2%,19
COC(=O)C1=C(C)N(Cc2ccccc2)C(=O)N[C@H]1c1cccs1,-7,x,2,0.0%,-3%,-4%,-15,-4%,-2
Cc1cc(Br)ccc1NC(=O)c1cc2c(s1)-c1ccccc1SC2,-2,-22,6,29%,x,x,2,x,x
O=C(Nc1ccc(Cl)cc1N1CCOCC1)C1CCCO1 (stereo not drawn),-4,8,2,0.3%,-9%,0%,-4,5%,8
COc1ccc(C2=NC3(CCCCCC3)N(CC(=O)Nc3cccc(Cl)c3)C2=O)cc1,-2,-24,15,-0.1%,x,x,-6,x,7
CC(C)N1CCN(Cc2ccc(OC3CCCC3)cc2)CC1CCO (stereo not drawn),-2,-3,5,1.7%,4%,-1%,0,-2%,0
CCOC(=O)c1[nH]c(C)c(C(=O)OCc2ccccc2F)c1C,1,-7,20,-2.3%,u,-6%,-10,-3%,-2
COc1ccc(CCN(C(=O)C(F)(F)F)C(C(=O)NC2CCCC2)c2cccs2)cc1OC (stereo not drawn),-5,-9,5,-0.7%,-2%,-1%,9,0%,9
Cn1cccc1Cc1nnc(SCC(=O)NCCc2ccccc2)n1C,0,-4,1,-0.6%,-1%,10%,-3,-5%,-21
COc1cc2c(C(=O)OCCN(C)C)c(CSc3ccccc3)n(C)c2cc1Br,0,5,5,0.8%,-1%,-14%,19,-1%,2
O=C(OCCc1cc2ccccc2c(=O)o1)c1ccco1,3,x,0,-0.2%,1%,0%,x,3%,7
COc1cccc(C(=O)Nc2cccnc2)c1,-5,1,2,1.3%,-2%,5%,-3,4%,-1
C=CCSc1ccsc1C(=O)O,x,-3,x,2.3%,-6%,0%,x,-2%,x
Cc1cc(=O)c(C(=O)Nc2cccc(C(=O)NC3CC3)c2)nn1-c1ccccc1Cl,5,-24,2,1.2%,0%,2%,30,2%,4
Cc1ccc(SCc2c(C(=O)N/N=C/c3ccc(C)o3)nnn2-c2nonc2N)cc1,x,2,x,x,-6%,1%,x,-2%,x
COc1ccc(NS(=O)(=O)c2ccc3oc(SC4CCOC4=O)nc3c2)cc1 (stereo not drawn),-1,-24,24,0.3%,-27%,-21%,-4,-15%,5
CCn1c(SCC(=O)NC2CCCCC2)nnc1-c1ccccc1F,1,-8,1,-3.6%,1%,-21%,0,-3%,-1
Cc1cccc(C(C(C(=O)c2ccccc2)N2CCOCC2)N2CCOCC2)c1 (stereo not drawn),x,1,x,x,-5%,1%,x,-2%,x
CCOC(=O)[C@H]1[C@H]2COc3ccc(C)cc3[C@@H]2N2C(=O)c3cc(OC)c(OC)cc3NC(=O)[C@@]12C,4,x,3,0.3%,2%,6%,4,-1%,9
COCCN1C(=O)N[C@@H](c2cccc(F)c2)C(C(=O)OC)=C1C,10,x,4,8.1%,0%,4%,0,-2%,12
CCOc1ccccc1NC(=O)N1CCc2cc(S(=O)(=O)N3CCC(C)CC3)ccc21,0,10,-1,-2.3%,x,x,-2,x,-4
O=C(CSc1nnc(Cc2csc(Nc3cccc(Cl)c3)n2)o1)N1CCc2ccccc21,0,-8,3,0.9%,-1%&-4%,x,0,-1%&-2%,x
CN(C)S(=O)(=O)c1ccc(N2CCCC2=O)c([N+](=O)[O-])c1,-6,5,0,0.4%,0%,-4%,-21,3%,13
OCC1(Cc2cccc(F)c2)CCN(Cc2ccc3cccc(F)c3n2)CC1,-4,-4,10,2.9%,-11%,1%,0,-6%,-19
Cc1ccc(N(C(=O)c2ccc3c(c2)OCO3)C2C=CS(=O)(=O)C2)cc1C (stereo not drawn),6,-4,7,-3.6%,0%,-14%,0,-6%,1
COc1cc(N)c(Cl)cc1C(=O)OCC(=O)N1CCCC1,0,8,1,0.4%,0%,-2%,2,5%,-12
CCCc1nn2c(-c3ccccc3)nnc2o1,x,0,x,x,-1%,4%,x,-3%,x

Next section
molecule,D1 PAM,RXFP1 antag,D1 ag,RXFP1 agonist,Vif-A3G inh,Vif-APOBEC3F blk,D1 antag,GRP78 ERSR act,D2 PAM
COc1cc(CC(=O)OCC(=O)Nc2cccc([N+](=O)[O-])c2)cc(OC)c1OC,5,8,3,-1.8%,2%,1%,0,-2%,-7
Cc1onc(-c2ccccc2)c1C(=O)N/N=C/c1cccs1,-4,1,2,3.0%,0%,4%,-5,-3%,10
O=C(CNC(=O)C(c1ccccc1)c1ccccc1)N/N=C/c1ccc(O)c([N+](=O)[O-])c1,3,-7,0,0.8%,-2%,-7%,-8,-4%,x
CCc1nnc(NC(=O)CSc2nnc(-c3c[nH]c4ccccc34)n2C)s1,13,-2,3,-0.3%,3%,2%,32,0%,-16
CC(C)NCC(=O)Nc1c2c(nc3ccccc13)CCC2,-3,-18,3,2.2%,2%,15%,9,-2%,0
Cc1ccc(NC(=O)C2CCN(S(C)(=O)=O)CC2)cc1C,-3,-31,1,0.4%,0%,-2%,-20,7%,11
Cc1cccc(N2C(=O)CCSC23C(=O)N(Cc2ccc(F)cc2)c2ccccc23)c1 (stereo not drawn),-3,-63*,3,-2.0%,-17%,3%,9,17%,-16
Cc1ccc(NC(=S)N(CCCN2CCOCC2)Cc2ccco2)cc1,-2,13,0,2.5%,0%,-22%,6,-1%,-14
COc1cccc(NS(=O)(=O)c2ccc3[nH]cc(C(=O)NCCc4ccccc4)c(=O)c3c2)c1,2,x,1,-0.1%,4%,9%,-6,-1%,12
CC(C)(C)OC(=O)N1CCC(CC2CC(c3ccccc3)=NO2)(C(=O)NCc2ccccc2)CC1 (stereo not drawn),-3,x,0,0.5%,-3%,6%,6,-3%,0
Cc1cc(N2C(=O)C(O)=C(C(=O)c3cc4ccccc4o3)C2c2cccc(Br)c2)no1 (stereo not drawn),1,10,6,16µM*,-9%,u,7,-3%,-7
Cc1cc(C)cc(-n2cnc3cc(C(=O)O)ccc32)c1,-7,7,0,0.9%,0%,4%,-30,0%,-8
